Bim-Mcl-1: human Bim-Mcl-1 interaction inhibition; Q07820; Bead-based flow cytometry, Bim peptide-Mcl-1 binding; inhibition, % at 10 µM; 190,000 compounds, 0.1% hits; AID 1009; in the data active means inhibition above about 40%;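 further: 0% = no compound tracer wells and 100% = peptide blocker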
RGS8-Gao: modulates binding of RGS8 to human Galphao. 220,000 compounds, 0.34% hits. response (percent of control binding), % at 10 µM. P09471. multiplexed bead flow cytometry; actives lie on both sides; in the data active means response below about 60% or above about 140%; inactive means in between;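 further: Galphao activated as the GDP aluminium fluoride complex binding bead-coupled RGS8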
RGS4-Gao reg: human RGS4-Galphao interaction regulation; P09471; Multiplexed bead flow cytometry, RGS4-Galphao binding; actives lie on both sides; binding response (% of control), % at 10 µM; 220,000 compounds, 0.33% hits; in the data active means binding response below about 49% or above about 150%; inactive means in between;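 further: fluorescent Galphao activated with aluminum fluoride binding bead-coupled RGS4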
RGS7-Gao: modulates binding of RGS7 to human Galphao. Multiplexed bead flow cytometry; actives lie on both sides. binding response (% of control), % at 10 µM. 220,000 compounds, 0.35% hits. AID 1439; in the data active means binding response below about 49% or above about 150%; inconclusive means no clear call, values can overlap the other calls; inactive means in between;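 further: fluorescent Galphao held in activated GDP-AlF4 state binding bead-coupled RGS7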
Mcl1-Bid inh: Mcl-1/Bid interaction inhibition | Q07820 | TR-FRET Mcl-1/Bid-Dy647 peptide binding, 1536-well | inhibition, % at 21.7 µM | 220,000 compounds, 0.97% hits | AID 1021;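 active means compounds that cut the binding signal by more than half at the single screening dose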;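 further: His-tagged Mcl-1 with europium anti-His antibody binding Bid BH3 peptide; 0% = Mcl-1 plus peptide wells and 100% = peptide-only wells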
GSH bead fluor: GSH bead compound fluorescence profile; GSH beads flow cytometry, compound fluorescence 488/530 nm; active compounds read high; fluorescence (KMESF) at 10 µM; 190,000 compounds, 0.25% hits; AID 1776; in the data active means fluorescence above about 89;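 further: glutathione beads carrying GST-tagged Bcl family fusion proteins plus one bare bead set; values are compound well signal with DMSO vehicle wells as background; inactives centre near 16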
ABCG2 inh: human ABCG2 inhibition, ABCB1 as counter-screen; IgMXP3 cells, JC-1 efflux, flow cytometry; AID 1325; inhibition, % at 6.6 µM; 190,000 compounds, 0.1% hits; Q9UNQ0;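 active means inhibition above 80%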;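 further: 0% = DMSO and 100% = nicardipine control wells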
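Times: 10 min at 25 °C | Test system: Two drug-resistant human cell lines, ABCG2 and ABCB1 | Quantity: 3 million cells/mL final, two lines in 1:1 ratio | Signal: Flow cytometry, 530 nm JC-1 signal | Dosing: Compound at 6.6 µM | Controls: Nicardipine and DMSO wells | Reagent: JC-1 as fluorescent efflux pump substrate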
Avidin bead fluor: avidin bead compound fluorescence profile; fluorescence (KMESF) at 10 µM; 220,000 compounds, 0.38% hits; Avidin beads, compound fluorescence 488/530 nm, flow cytometry; active compounds read high; AID 1775; in the data active means fluorescence above about 47; further: inactives centre near 10
Pf gamet viab: inhibitors of late stage P. falciparum gametocyte viability | P. falciparum stage V gametocytes, ATP luminescence, 24 h | inhibition, % at 10.9 µM | 150,000 compounds, 0.065% hits;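 active means inhibition above the mean plus 3 SD of compounds within the control limits, set per campaign, cut at about 38% in these data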;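 further: 0% = DMSO wells and 100% = medium only without gametocytes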
ABCB1 inh: inhibitors of human ABCB1 transporter, ABCG2 counter-screen. P08183. CCRF-Adr cells, JC-1 efflux, flow cytometry. inhibition, % at 6.6 µM. 190,000 compounds, 0.067% hits. AID 1326; in the data active means inhibition above about 40%;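 further: 0% = vehicle and 100% = reference inhibitor; higher value means more JC-1 retained so stronger ABCB1 efflux block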
Target sequence (P08183 whole entry, looked up): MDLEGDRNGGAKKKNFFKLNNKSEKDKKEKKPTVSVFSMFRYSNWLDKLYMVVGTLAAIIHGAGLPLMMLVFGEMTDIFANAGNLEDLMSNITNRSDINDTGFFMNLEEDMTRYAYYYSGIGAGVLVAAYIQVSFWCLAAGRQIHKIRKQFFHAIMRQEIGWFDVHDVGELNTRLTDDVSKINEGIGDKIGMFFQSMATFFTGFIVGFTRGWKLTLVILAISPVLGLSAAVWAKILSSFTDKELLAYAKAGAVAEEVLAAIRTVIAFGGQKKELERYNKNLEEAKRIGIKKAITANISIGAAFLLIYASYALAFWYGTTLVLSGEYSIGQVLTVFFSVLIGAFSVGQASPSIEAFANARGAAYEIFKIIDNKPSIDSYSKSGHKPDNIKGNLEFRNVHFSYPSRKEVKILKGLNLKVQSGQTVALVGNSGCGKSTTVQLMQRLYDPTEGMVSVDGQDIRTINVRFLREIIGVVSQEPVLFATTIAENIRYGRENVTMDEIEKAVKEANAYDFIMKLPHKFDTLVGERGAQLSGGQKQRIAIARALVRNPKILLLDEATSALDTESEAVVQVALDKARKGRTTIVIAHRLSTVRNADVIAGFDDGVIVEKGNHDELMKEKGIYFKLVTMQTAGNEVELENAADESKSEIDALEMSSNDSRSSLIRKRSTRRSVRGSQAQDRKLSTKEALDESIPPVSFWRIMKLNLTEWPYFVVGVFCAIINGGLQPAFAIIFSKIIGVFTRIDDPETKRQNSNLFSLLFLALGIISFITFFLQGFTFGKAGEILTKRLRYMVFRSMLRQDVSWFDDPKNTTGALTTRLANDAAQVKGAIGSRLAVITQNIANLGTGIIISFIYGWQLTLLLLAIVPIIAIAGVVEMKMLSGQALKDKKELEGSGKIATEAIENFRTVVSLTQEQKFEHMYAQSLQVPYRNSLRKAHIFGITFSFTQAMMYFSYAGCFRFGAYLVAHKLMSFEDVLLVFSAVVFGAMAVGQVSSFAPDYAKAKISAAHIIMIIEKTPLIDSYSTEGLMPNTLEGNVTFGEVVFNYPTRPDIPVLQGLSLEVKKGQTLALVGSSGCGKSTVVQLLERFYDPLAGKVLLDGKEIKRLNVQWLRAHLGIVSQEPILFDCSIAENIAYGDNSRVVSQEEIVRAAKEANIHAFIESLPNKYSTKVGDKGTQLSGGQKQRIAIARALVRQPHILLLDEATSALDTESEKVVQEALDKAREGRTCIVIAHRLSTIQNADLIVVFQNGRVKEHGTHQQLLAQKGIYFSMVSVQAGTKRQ
Mcl1-Noxa inh: Mcl-1/Noxa interaction inhibition; Q07820; TR-FRET Mcl-1/Noxa peptide binding, 2 h; inhibition, % at 21.7 µM; 220,000 compounds, 1.5% hits; AID 1022;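 active means compounds that cut the protein-peptide binding signal by more than 50% relative to plate controls in a single-dose test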;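 further: His-tagged Mcl-1 with rhodamine Noxa BH3 peptide and terbium anti-His antibody; 0% = Mcl-1 plus Noxa peptide wells and 100% = peptide-only wells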
* hit, by the source's call; ? = inconclusive; · = not tested or not shown; [ ] = remark or other dose.

SMILES	Bim-Mcl-1	RGS8-Gao	RGS4-Gao reg	RGS7-Gao	Mcl1-Bid inh	GSH bead fluor	ABCG2 inh	Avidin bead fluor	Pf gamet viab	ABCB1 inh	Mcl1-Noxa inh
CS(=O)(=O)Nc1nc2n(n1)C(c1ccc(F)cc1)CC(c1ccccc1)N2 (stereo not given)	·	100.4	111.0	?	-19.0	·	·	12	3.4	·	5.0
O/N=C/c1ccc(OCC(O)COc2ccc(/C=N/O)cc2)cc1	2.0	103.0	101.9	104.1	-20.1	7	0.4	10	-24.5	0.1	0.1
C=CCOc1c(Br)cc(/C=N\n2nnnc2N)cc1OC	1.0	109.3	106.4	102.8	-24.4	15	27.6	15	3.8	0.5	24.3
CCCCC(=O)Nc1ccc(N2CCN(S(C)(=O)=O)CC2)cc1	-4.0	100.8	99.7	102.4	-38.8	16	3.4	12	·	0.5	-65.4
Cc1ccc(C(=O)Nc2ccc3nccnc3c2)cc1	-4.0	100.0	101.5	103.4	-18.7	58	2.0	7	-10.6	0.3	-8.5
O=C(CSc1nc(-c2ccccc2)cs1)N1CCN(C(=O)c2ccco2)CC1	-2.0	97.8	98.3	102.4	-15.6	19	7.9	8	·	1.5	4.8
COc1ccccc1N1CCN(C2CCN(C(=O)c3cc(OC)c(OC)c(OC)c3)CC2)CC1	4.0	104.3	101.5	100.9	34.8	43	-0.3	2	7.9	-0.1	20.1
COc1ccc(C(=O)/C=C/c2cn(CC(O)CN3CCN(C)CC3)c3ccccc23)cc1OC (stereo not given)	·	96.5	103.2	?	-26.9	·	·	8	16.1	·	-4.1
O=C(O)COc1ccccc1/C=N/NC(=O)CSc1nnc(-c2ccc(Cl)cc2)n1C1CCCCC1	·	100.0	102.5	?	6.2	·	·	8	3.0	·	8.0
COc1cc(CNCCO)cc(Br)c1OCc1ccccc1	-2.0	101.2	100.0	101.3	8.6	9	1.9	16	0.3	0.8	12.5
O=C(CSCc1cnn(-c2ccccc2)c1-n1cccc1)NCC1CCCO1 (stereo not given)	0.0	101.5	107.0	104.5	-39.6	9	2.8	12	·	0.8	-4.0
CC1(C)CC(=O)C2=C(C1)NC(=O)CC2c1cc2c(cc1Br)OCO2 (stereo not given)	0.0	92.0	92.7	95.4	-23.2	12	13.4	9	10.1	0.7	12.2
CCn1cnc2c1c(=O)n(CC(=O)N1CCc3ccccc31)c(=O)n2Cc1ccccc1	2.0	100.7	109.2	99.7	-39.3	7	3.7	14	16.1	2.0	19.9
CCN(CC(=O)Nc1cc(OC)ccc1OC)Cc1nc2ccccc2c(=O)[nH]1	0.0	98.2	97.7	111.7	1.8	13	5.9	7	-2.3	1.5	9.4
Cc1cc(C)n2nc(C(=O)Nc3ccc(S(=O)(=O)N(C)C)cc3)nc2n1	·	104.3	102.4	?	-6.2	·	·	8	3.3	·	11.1
COc1ccc(N(CC(=O)NCc2ccc3c(c2)OCO3)S(=O)(=O)c2c(C)nn(C)c2C)cc1	0.0	103.7	103.3	104.0	-14.7	13	1.5	7	·	0.5	-10.2
O=C(CSc1nnc(-c2ccccc2)n1-c1ccccc1)c1ccc[nH]1	-7.0	86.4	93.8	91.6	7.5	10	46.1	17	2.0	0.7	21.7
CCO[C@@H]1OC(C(=O)Nc2ccccc2)=C[C@H](c2ccc3c(c2)OCO3)[C@H]1CCCO	-3.0	110.4	116.4	109.0	3.1	21	9.5	6	·	4.6	8.9
CN(C)S(=O)(=O)c1cc(NC(=O)COC(=O)Cc2ccc(Br)cc2)ccc1Cl	-6.0	56.5*	77.8	82.6	-1.2	9	0.7	2	·	1.2	-101.5
Cc1oc2ccc(OC(=O)N3CCOCC3)cc2c1C(=O)OC(C)C	-3.0	100.4	101.4	104.9	-10.2	15	1.0	23	13.3	0.2	-8.8
COc1ccc(C(=O)Nc2ccccc2C(=O)N(Cc2ccco2)C(C(N)=O)C(C)C)cc1 (stereo not given)	1.0	144.0*[activator]	225.5*[activator]	140.2	46.5	12	1.8	104*	10.2	0.6	-68.3
CC(=O)N(c1cccc(C(F)(F)F)c1)c1nc(/C=C/C(=O)O)cs1	·	100.0	95.9	?	-7.7	·	·	6	-5.6	·	-1.8
Nc1ccc(Sc2ccccc2CC(=O)O)cc1	1.0	102.3	101.5	104.1	-92.4	23	-0.1	4	·	0.0	-6.4
COc1ccc(NC(=O)NC(C(F)(F)F)C(F)(F)F)cc1	-6.0	101.2	102.1	101.7	9.4	37	28.6	13	26.5	0.7	-19.8
O=C(CSc1ccc2nnc(-c3ccccn3)n2n1)NCC1CCCO1 (stereo not given)	-1.0	100.6	99.5	101.1	-11.3	19	-2.8	12	·	-2.6	6.4
COCCCNC(=O)Cn1cc(C(C)=O)c2ccccc21	0.0	103.1	99.8	101.2	-29.3	7	1.2	10	·	0.1	-15.9
O=C(CN1C(=O)NC2(CCCC2)C1=O)Nc1nc(-c2ccc(F)cc2)cs1	0.0	100.1	98.9	101.1	-11.7	15	20.1	10	·	1.2	12.9
CCN(CCCNS(=O)(=O)c1ccc2c(c1)CCN2C(C)=O)c1cccc(C)c1	0.0	102.9	99.9	98.8	-33.6	21	2.7	10	·	0.9	20.7
COc1ccc(-c2c(C(F)(F)F)oc3cc(OCC(=O)Nc4ccccc4C(F)(F)F)ccc3c2=O)cc1OC	-3.0	102.2	99.1	100.8	-12.9	14	37.5	20	·	2.5	-20.9
CCOC(=O)CN(C(=O)CSc1nnc2c(n1)[nH]c1ccc(OC)cc12)c1ccc(F)cc1	6.0	100.0	101.0	101.0	-5.3	18	10.1	35	-9.5	1.3	12.3
COc1ccc(CN2CCSCC2)cc1C	4.0	99.5	101.8	99.6	5.9	26	0.4	6	4.0	0.1	22.0
O=S(=O)(Nc1ccc2c(c1)nc1n2CCN(Cc2ccccc2)C1)c1ccc(F)cc1	-9.0	103.4	101.6	101.1	12.2	37	36.2	13	-2.1	1.3	18.9
Cc1ccccc1CSc1nnc(NC(=O)C2COc3ccccc3O2)s1 (stereo not given)	·	100.4	102.6	101.3	12.3	84	2.4	9	·	0.0	18.7
O=C(COc1ccccc1)N1CCN(c2ncccn2)CC1	0.0	102.2	101.8	96.7	-20.5	14	22.7	8	6.3	2.2	5.0
O=C(NC12CC3CC(CC(C3)C1)C2)c1ccccc1O	-5.0	100.2	101.1	100.0	-9.9	13	1.1	38	·	0.1	4.0
Cc1ccc(/C=N/n2c(-c3cccnc3)n[nH]c2=S)s1	0.0	100.9	95.9	105.6	-47.2	8	0.8	14	-21.2	0.1	51.0*
CCOC(=O)C(C#N)C(c1cccnc1)c1c(C)[nH][nH]c1=O (stereo not given)	-5.0	92.8	95.6	95.2	-21.8	29	4.6	10	39.8*	0.8	8.7
O=C(O)CCN1C(=O)C2C3CC(C2C1=O)C1C(c2ccccc2)c2sc(=O)[nH]c2SC31 (stereo not given)	-2.0	98.7	101.0	96.8	-24.8	18	6.9	8	-1.0	2.3	-7.9
COc1ccc(N2C(=O)CSC2c2cccs2)cc1 (stereo not given)	-6.0	99.8	99.6	99.9	-14.9	22	-0.6	7	-0.6	1.3	10.3
Cc1c(C2C(C#N)=C(N)OC3=C2C(=O)CCC3)cnn1C (stereo not given)	-2.0	110.3	105.5	107.7	-51.8	9	1.5	3	-40.8	0.6	5.8
COc1cc(OC)cc(C(=O)OCn2nnc3ccccc3c2=O)c1	-1.0	101.8	97.7	95.6	-10.1	27	1.4	6	·	1.3	4.4
OCC1CCCN1C(=S)Nc1ccccc1 (stereo not given)	-4.0	99.8	100.9	95.8	-34.7	14	0.8	10	·	0.2	18.2
O=C(NC1CC1)C1CCN(C2CCN(C(=O)CCOc3ccccc3)CC2)CC1	-1.0	99.9	92.5	104.3	-23.6	9	1.4	2	-21.1	1.1	-4.4
O=C(NCc1nc2ccccc2[nH]1)C1=C[C@@H](c2ccccc2)C[C@@H](OCCCCO)O1	-5.0	98.4	99.4	101.0	-5.7	20	2.8	9	-9.1	0.6	-12.4
CC(C)(C)OC(=O)N1CCNc2ccccc2C1	0.0	99.6	103.6	102.2	-57.1	42	1.4	6	10.5	0.4	9.7
NC(=O)N[C@@H](Cc1c[nH]c2ccccc12)C(=O)OCC(=O)N1CCCCC1	0.0	100.5	99.8	?	-5.1	13	-1.0	11	-9.1	0.2	6.8
Cc1cc(NC(=O)CSc2ccc3ccccc3c2)no1	0.0	·	·	·	30.2	29	-0.5	·	3.9	-0.1	53.0*
O=C(NN=C1CCCC1)c1ccc([N+](=O)[O-])cc1	-3.0	102.2	102.2	98.1	-12.9	68	1.4	11	-0.8	0.4	7.3
Cc1ccc(C2CC(c3ccccc3)=NN2C(=O)CSc2nnc(-c3ccc(Cl)cc3)o2)o1 (stereo not given)	0.0	100.9	104.9	100.4	-16.1	17	2.2	28	·	0.5	-0.5
Cc1ccc(NS(=O)(=O)c2ccc(Br)cc2)nc1	1.0	101.2	96.2	101.7	2.0	12	14.0	11	4.4	0.9	4.6
COc1ccc(CCNC(=O)CSc2c[nH]c3ccccc23)cc1OC	-1.0	105.3	103.5	108.5	-43.0	10	3.1	25	·	0.3	-9.6
Cc1ccc(SCCC(=O)N/N=C/c2cccnc2)cc1	-2.0	99.8	101.9	100.7	-15.0	15	50.2	8	1.4	-1.3	2.5
CCCCN(CCCC)S(=O)(=O)c1ccc(SCC(=O)OCC)c([N+](=O)[O-])c1	-5.0	99.5	98.6	99.9	-35.7	27	11.3	14	-10.9	-0.1	-3.0
O=C(CN1C2CCC1CC(NC(=O)NC1CCCCC1)C2)NC1CC1 (stereo not given)	-3.0	109.5	112.8	100.7	-13.1	13	0.4	18	16.7	0.1	1.0
Cc1nnc(NC(=O)CCNC(=O)c2ccccc2Cl)s1	-2.0	95.3	95.8	94.7	-4.1	16	-0.2	26	·	0.0	15.5
Cc1ccc(NC(=O)Cn2nc([N+](=O)[O-])c(Br)c2C)cc1C	0.0	101.3	103.2	97.8	-0.4	8	0.9	11	-27.0	0.1	-1.2
COc1ccc(CCNC(=O)CCNS(=O)(=O)c2cccc3nonc23)cc1OC	-1.0	97.7	97.6	100.3	-0.1	31	2.8	6	·	0.4	9.9

Full records, looked up by structure:
Profile of O=C(CN1C2CCC1CC(NC(=O)NC1CCCCC1)C2)NC1CC1 (stereo not given) : Bim-Mcl-1: -3.0; RGS8-Gao: 109.5; RGS4-Gao reg: 112.8; RGS7-Gao: 100.7; Mcl1-Bid inh: -13.1; GSH bead fluor: 13; ABCG2 inh: 0.4; Avidin bead fluor: 18; Pf gamet viab: 16.7; ABCB1 inh: 0.1; Mcl1-Noxa inh: 1.0
Profile of COc1ccc(-c2c(C(F)(F)F)oc3cc(OCC(=O)Nc4ccccc4C(F)(F)F)ccc3c2=O)cc1OC : Bim-Mcl-1: -3.0; RGS8-Gao: 102.2; RGS4-Gao reg: 99.1; RGS7-Gao: 100.8; Mcl1-Bid inh: -12.9; GSH bead fluor: 14; ABCG2 inh: 37.5; Avidin bead fluor: 20; Pf gamet viab: ·; ABCB1 inh: 2.5; Mcl1-Noxa inh: -20.9
